Bioassay records: PubChem BioAssay, The Scripps Research Institute Molecular Screening Center
phage Ecoli inh: growth loss of phage-infected E. coli, primary screen, RecBCD inhibitor project, absorbance, with phage, HTS. inhibition, % at 11.9 µM. 0.26% of 360,000 active. AID 651602, 2012; in the data active = inhibition above about 11%
Numbers without * were called inactive. Only part of the results is shown; the hit share may differ from the screen's.

Sample of the layout, 3 compounds:
SMILES	phage Ecoli inh
CCCCC[C@@H](C)N1C[C@H](COCc2ccccc2)Oc2cc(N3CC[C@H](O)C3)ccc2S1(=O)=O	0.4
COc1ccc(C(C(=O)NCc2ccccc2)n2c(-c3ccncc3)nc3ccccc32)cc1 (stereo unspecified)	1.2
CCc1nc2ccc(C(=O)Nc3cccc(NS(C)(=O)=O)c3)cn2c1N(C=O)CCC(C)C	0.8

The whole of this part (from the top)
SMILES	phage Ecoli inh
CCCCC[C@@H](C)N1C[C@H](COCc2ccccc2)Oc2cc(N3CC[C@H](O)C3)ccc2S1(=O)=O	0.4
COc1ccc(C(C(=O)NCc2ccccc2)n2c(-c3ccncc3)nc3ccccc32)cc1 (stereo unspecified)	1.2
CCc1nc2ccc(C(=O)Nc3cccc(NS(C)(=O)=O)c3)cn2c1N(C=O)CCC(C)C	0.8
Cc1ccc(Cc2c(-c3ccco3)nc3ccc(Br)cn23)cc1	3.9
CC(=O)Nc1ccc(CNc2nc3cc(-c4ccccc4C)sc3c(=O)n2C)cc1	3.7
COCCCN1C(=O)C(CC(=O)NCCCCc2ccccc2)CC(C(=O)N(C(C)C)C(C)C)=C1C (stereo unspecified)	4.5
CCOC(=O)[C@]12CCCC=C1N(Cc1ccccc1)C(=O)[C@H](CC(=O)NCc1cccc3ccccc13)C2	2.0
CC(C)Nc1nc(Nc2ccc(F)cc2)c2sccc2n1	-2.4
CC(=O)NCCNc1nc2cc(-c3cscc3C)sc2c(=O)n1C	0.8
CC(C)C[C@H]1CNC(=S)N1C[C@H]1CCCN1C[C@H](Cc1ccccc1)N1C[C@H](Cc2ccc(O)cc2)N(CC2CCCCCC2)C1=S	7.4
Nc1[nH]c(C(=O)c2ccc(Cl)cc2)c(-c2ccc(Br)cc2)c1C(=O)NCc1ccc(Cl)cc1Cl	2.2
Nc1ncnc2c1ncn2[C@@H]1O[C@H](C(=O)N[C@@H](CO)Cc2ccccc2)[C@@H](O)[C@H]1O	3.2
CCCCCCCCN1C(=O)[C@@H](CC(=O)NCC23CC4CC(CC(C4)C2)C3)C[C@@]2(C(=O)OC)C1=C[C@H](C1CCCC1)O[C@@H]2C	2.6
CC(=O)c1ccc(N2CCN(C(=O)c3ccc4c(=O)[nH]c5c(C(=O)NC6CCCC6)sc(=S)n5c4c3)CC2)cc1	1.6
CCc1nc2ccc(C(=O)NCCc3ccccn3)cn2c1N(CC)CCOC	3.7
CCOC(=O)c1cc(-c2ccc(N3C(c4ccsc4)=Cc4ccccc4C3CC(C)=O)cc2)cc([N+](=O)[O-])c1 (stereo unspecified)	1.3
COc1ccc(Cc2c(-c3ccccc3)nc3cc(C)c(Br)c(C)n23)c(C)c1	4.1
CC1(c2nnnn2Cc2ccccc2)CCC(=O)N1Cc1cccnc1 (stereo unspecified)	1.5
O=C1N2CCCCC1(Sc1ccccc1)CCC2 (stereo unspecified)	1.8
OC(c1cc(Cl)cc(Cl)c1)c1ncc(-c2ccccc2C(F)(F)F)[nH]1 (stereo unspecified)	0.7
Cc1noc(C)c1-c1ccc(C(=O)Nc2cccc(C(F)(F)F)c2)c2occc12	4.3
CCCCCCCCN1C(=O)[C@H](CC(=O)N2CCN(C(=O)OCC)CC2)C[C@@]2(C(=O)OC)CC(C)(C)CC=C12	0.8
N#Cc1ccc(S(=O)(=O)N2CCCc3nc(-c4ccccc4)ccc32)cc1	3.8
Cc1ccsc1CN(C)c1ncnc2ccc(-c3ccoc3)cc12	-0.8
Cc1c(C(=O)NCc2ccc3c(c2)OCCO3)sc(=O)n1Cc1ccc2c(c1)OCO2	0.9
C#CCNC(=O)C[C@@H]1C[C@@]2(C(=O)OC)CC(C)(C)CC=C2N(Cc2cccc3ccccc23)C1=O	2.6
Cc1ccc(NC(=O)N2CC(C)OC(C)C2)cc1[N+](=O)[O-] (stereo unspecified)	5.2
CC(C)NC(=O)C1(C)CN(S(C)(=O)=O)CC(=O)N1Cc1cccc(C(F)(F)F)c1 (stereo unspecified)	0.9
CC1(C(=O)NCc2cccc3ccccc23)CCN1CCc1ccccc1 (stereo unspecified)	1.8
CN(C)C(=O)c1cccc(-c2cnc3c(NC=O)cc(-c4cccc(C(F)(F)F)c4)cn23)c1	-1.0
COc1ccccc1-c1cnc(C(O)c2ccc(Cl)cc2)[nH]1 (stereo unspecified)	0.7
CN1OC[C@@H]2CN(Cc3ccccc3)[C@H](c3ccc(-n4ccnc4)cc3)C[C@@H]21	-1.2
CCOC(=O)C1=CCN(S(=O)(=O)c2ccc(F)cc2)C1c1ccc(Br)cc1 (stereo unspecified)	0.4
C[C@@H]1NS(=O)(=O)c2c(F)cccc2O[C@@H]1c1ccccc1	3.1
O=S1(=O)N[C@@H](Cc2ccccc2)COc2cc(N3CCN(Cc4ccccc4F)CC3)ccc21	2.6
Cc1ccc(C2c3c(n[nH]c3C)C(=O)N2Cc2ccccc2)cc1 (stereo unspecified)	-1.8
CO[C@H]1CN(C)C(=O)c2ccc(NC(=O)C3CCC3)cc2OC[C@H](C)N(CC2CCCCC2)C[C@@H]1C	2.2
CCCCNC(=O)C1C(c2ccc(C(F)(F)F)cc2)=Nc2ccccc2N1C(=O)C1CCN(C(C)=O)CC1 (stereo unspecified)	1.9
O=C(NCc1ccccc1)C1c2ccccc2OCC(=O)N1Cc1ccccc1 (stereo unspecified)	1.8
COC1=CC(=O)OC(c2cccc(Cl)c2)C1 (stereo unspecified)	0.5
O=Cc1coc([B-](F)(F)F)c1	1.3
Nc1ccn([C@@H]2O[C@H](C(=O)N[C@H](Cc3ccccc3)C(=O)NCC(F)(F)F)[C@@H](O)[C@H]2O)c(=O)n1	0.9
O=C(NC1CCCC1)C1C(c2ccc(C(F)(F)F)cc2)=Nc2ccccc2N1C(=O)c1cc2ccccc2[nH]1 (stereo unspecified)	-1.3
Cc1ccsc1C(=O)N1CCCC(C)(C(=O)NS(=O)(=O)C2CC2)C1 (stereo unspecified)	-0.2
COc1cccc(N)c1	2.3
O=C1Nc2c(Cl)cc(Cl)cc2C12Nc1ccccc1S2 (stereo unspecified)	1.4
CN1CCN(c2ncnc3c2ncn3[C@H]2CN(Cc3ccc(-c4ccccc4)cc3)C[C@@H](CO)O2)CC1	2.1
COC(=O)[C@]12CCCCC=C1N(Cc1ccccc1)C(=O)[C@H](CC(=O)NCC1CCCCC1)C2	0.3

Among those listed so far, seven have a CF3 group:
SMILES	phage Ecoli inh
OC(c1cc(Cl)cc(Cl)c1)c1ncc(-c2ccccc2C(F)(F)F)[nH]1 (stereo unspecified)	0.7
Cc1noc(C)c1-c1ccc(C(=O)Nc2cccc(C(F)(F)F)c2)c2occc12	4.3
CC(C)NC(=O)C1(C)CN(S(C)(=O)=O)CC(=O)N1Cc1cccc(C(F)(F)F)c1 (stereo unspecified)	0.9
CN(C)C(=O)c1cccc(-c2cnc3c(NC=O)cc(-c4cccc(C(F)(F)F)c4)cn23)c1	-1.0
CCCCNC(=O)C1C(c2ccc(C(F)(F)F)cc2)=Nc2ccccc2N1C(=O)C1CCN(C(C)=O)CC1 (stereo unspecified)	1.9
Nc1ccn([C@@H]2O[C@H](C(=O)N[C@H](Cc3ccccc3)C(=O)NCC(F)(F)F)[C@@H](O)[C@H]2O)c(=O)n1	0.9
O=C(NC1CCCC1)C1C(c2ccc(C(F)(F)F)cc2)=Nc2ccccc2N1C(=O)c1cc2ccccc2[nH]1 (stereo unspecified)	-1.3

Next records:
SMILES	phage Ecoli inh
O=C(Nc1ccc(Cl)cc1)N[C@@H]1CC[C@H](CCNS(=O)(=O)c2ccccc2F)O[C@@H]1CO	1.2
C#CCNC(=O)C[C@@H]1C[C@@]2(C(=O)OCC)CCC=C2N(Cc2ccc3c(c2)OCO3)C1=O	2.4
CC(C)C[C@@H](CN1CCC[C@H]1CN1C(=O)C(=O)NC[C@@H]1Cc1ccc(O)cc1)N1C[C@H](Cc2ccc(O)cc2)N(CC2CCCCCC2)C(=O)C1=O	5.1
CCOC1=C2CN(S(=O)(=O)c3ccc(C)cc3)[C@H](c3cccc(Cl)c3)C[C@H]2[C@H]2C(=O)N(c3ccccc3)C(=O)[C@H]2C1	1.7
CC(C)NC(=O)C1C(c2ccccc2)=Nc2ccccc2N1C(=O)c1ccc(C(F)(F)F)cc1 (stereo unspecified)	1.8
C[C@H]1CN([C@@H](C)CO)C(=O)CCCn2nncc2CO[C@@H]1CN(C)S(=O)(=O)c1cccs1	2.6
Cc1[nH]c2ccccc2c1CC(=O)Nc1ccc(Oc2cccnc2)cc1	1.6
CCCCC(=O)N(C)c1c(CC)nc2c(OCC(=O)c3ccc(F)cc3)cccn12	1.9
Cc1ccc(Cl)cc1-c1cc(C(=O)NCc2ccco2)[nH]n1	4.3
CC(=O)Nc1cc(-c2cccnc2)cn2c(-c3cccc(C(F)(F)F)c3)cnc12	2.3
CN1CCC(N2CCN(C3CN(Cc4cn(Cc5ccc(F)cc5)nn4)S(=O)(=O)C3)CC2)CC1 (stereo unspecified)	0.0
CCCCNC(=O)C1(C)CCCCN1C(=O)c1cc(-c2ccccc2)cs1 (stereo unspecified)	1.3
CCc1nc2ccc(C(=O)NCCCN3CCCC3=O)cn2c1N(CC)Cc1cccc(Br)c1	3.1
C=C(C)Cn1c2ccc(NC(=O)CCOCC)cc2c(=O)n1C	2.4
OCCN1CCN(c2ncnc3c2ncn3[C@H]2CN(Cc3cccc(C(F)(F)F)c3)C[C@@H](CO)O2)CC1	-0.1
CN1NC(=O)c2ccccc2NC1=S	-0.5
COC(=O)c1cc(=O)c2c(ccc3oc(=O)ccc32)[nH]1	1.4
CCCCC(c1nc2ccccc2[nH]1)n1c(=O)c(-c2ccccc2)nc2cc(C)c(C)cc21 (stereo unspecified)	4.1
CSc1ccccc1-c1ccc2nccn2c1	0.1
c1cc(-c2ccc3nncn3c2)ccc1CN1CCOCC1	2.5
CN1CCCCC(NC(=O)C(C)(C)C)C1=O (stereo unspecified)	2.6
Cc1ccc2cccc(OC(=O)c3cccnc3Oc3ccccc3)c2n1	3.0
CC(=O)Nc1ccc(-c2ccnc3c2CC(C)(C(=O)NCc2ccncc2)O3)cc1 (stereo unspecified)	2.5
CC1(C(=O)Nc2cccc3cccnc23)CCN1C(=O)Cc1ccc(Cl)cc1Cl (stereo unspecified)	2.3
O=C(Nc1ccccc1Cl)c1cc(C2CCCCN2C(=O)c2ccccc2)on1 (stereo unspecified)	0.9
COc1ccc(-c2cnc3c(NC(C)=O)cc(-c4cccc(C(=O)N(C)C)c4)cn23)cc1OC	2.5
CCc1nc2ccc(C(=O)NCCNC(C)=O)cn2c1N(CCC(C)C)CCN(C)C	1.1
COc1ccc(NC(=O)C2Cc3c(-c4ccc5c(c4)OCO5)ccnc3O2)cc1 (stereo unspecified)	3.0
CCc1nc2ccc(C(=O)NCC3CCCCC3)cn2c1N(C)C(=O)c1cccc(OC)c1	-0.1
O=C(NCCc1ccccc1)c1ccc(-c2ccc(F)c(F)c2)c2ccoc12	2.9
O=C(NCc1ccc(Cl)c(Cl)c1)c1cc(C2CCCCN2C(=O)c2ccccc2)on1 (stereo unspecified)	0.6
CCOC(=O)C1(C)CCCCCN1C(=O)c1csnn1 (stereo unspecified)	2.9
CC1(C)Cc2cccc(OC(=O)NC3CCCCC3)c2O1	-0.6
CCCCCc1c(-c2ccc(F)cc2)ncn1CCc1ccccc1OC	2.6
CC1(C(=O)NCc2ccccc2)CSCC(=O)N1CCCn1ccnc1 (stereo unspecified)	-1.4
C=CCN(CC=C)Cc1cc(=O)oc2ccc3ccccc3c12	0.9

Look-ups from the list.
phage Ecoli inh result of C=CCN(CC=C)Cc1cc(=O)oc2ccc3ccccc3c12 reads 0.9
phage Ecoli inh result of CC1(C)Cc2cccc(OC(=O)NC3CCCCC3)c2O1 reads -0.6
phage Ecoli inh result of O=C(Nc1ccccc1Cl)c1cc(C2CCCCN2C(=O)c2ccccc2)on1 (stereo unspecified) reads 0.9
phage Ecoli inh result of COc1ccc(NC(=O)C2Cc3c(-c4ccc5c(c4)OCO5)ccnc3O2)cc1 (stereo unspecified) reads 3.0
phage Ecoli inh result of CCc1nc2ccc(C(=O)NCCNC(C)=O)cn2c1N(CCC(C)C)CCN(C)C reads 1.1

Later entries:
SMILES	phage Ecoli inh
Cn1ccc2c(-c3ccc(C(N)=O)cc3)cc3c(c21)C1CCC3O1 (stereo unspecified)	3.4
CC(=O)N1C[C@@H](CO)[C@@H](N(C)C(=O)C(C)(C)C)C[C@H]1c1ccccc1Br	2.5
OC[C@@H]1CN(Cc2ccc3c(c2)OCO3)C[C@H](n2cnc3c(NCc4ccc(F)cc4)ncnc32)O1	2.7
O=C1c2ccccc2C(c2nnnn2Cc2ccccc2)N1Cc1cccnc1 (stereo unspecified)	1.4
Cc1ccccc1S(=O)(=O)NC(=O)C1(C)CCN1C(=O)CCc1ccc(Cl)cc1Cl (stereo unspecified)	3.0
Cc1ccsc1CNC(=O)C1(C)CCCN1CC(C)C (stereo unspecified)	3.7
CC1(C(=O)NS(=O)(=O)c2ccc(F)cc2F)CCN1C(=O)C1CCCCC1 (stereo unspecified)	-0.5
CC(=O)NC(c1cccc(F)c1)c1nc(-c2ccc(C)c(C)c2)cs1 (stereo unspecified)	3.4
CCC(c1nnnn1-c1ccc2c(c1)OCCO2)N1CCN(CC)CC1 (stereo unspecified)	0.5
COc1ccc(NC(=O)C2CCCN2S(=O)(=O)c2ccc3c(c2)C(C)(C)C(=O)N3C)cc1 (stereo unspecified)	0.8
O=S1(=O)CC(N2CCN(CCO)CC2)CN1Cc1cn(Cc2cccc(C(F)(F)F)c2)nn1 (stereo unspecified)	-1.6
COc1ccc(C2CC(=O)C(c3ccc(C)cc3)=CN2Cc2ccccc2)cc1 (stereo unspecified)	2.5
Cc1ccc(S(=O)(=O)N2C[C@H]3C(=O)C[C@@H](c4ccccc4)N(S(=O)(=O)c4ccc(C)cc4)[C@H]3C[C@H]2c2ccccc2Cl)cc1	2.3
CN1CCN(C2CN(Cc3cn(Cc4cccc(C(F)(F)F)c4)nn3)S(=O)(=O)C2)CC1 (stereo unspecified)	3.6
CN(Cc1ccncc1)C(=O)[C@@H]1CCCN1C(=O)[C@@H]1CCCN1	-0.4
O=S(=O)(c1cccc2ccccc12)N1CCC2CC1c1cc(-c3ccc4c(c3)OCO4)ccc12 (stereo unspecified)	2.4
CC1CC(C)CN(C(C(=O)NC2CCCCC2)c2cc3ccccc3o2)C1 (stereo unspecified)	1.7
O=C(OCc1ccccc1)N1Cc2ccnnc2CC1c1ccccc1-c1ccc(C(F)(F)F)cc1 (stereo unspecified)	0.0
C(=C\c1ccccc1)/CN1CCN(C(CCc2ccccc2)c2nnnn2C2CCCCC2)CC1 (stereo unspecified)	5.0
O=C(NC1CCCCC1)OC1CC2CC1[C@H]1CCCCN1C2=O (stereo partly specified)	-0.1
